Compound activity from PubChem.
NCI-60 one-dose screen, 48 h, at 10 µM unless noted. Numbers give growth in % (100 = growth as untreated, 0 = no growth, -100 = all killed).
MDA-MB-468: MDA-MB-468 breast cancer | hit rate 8.5% among 78,000 | AID 2202374
K-562: K-562 leukemia; hit rate 7.4% among 78,000; AID 1794777
SR: SR leukemia cells | hit rate 8.7% among 73,000
CCRF-CEM: CCRF-CEM leukemia; hit rate 7% among 77,000; AID 1794778
MDA-MB-231: MDA-MB-231 breast cancer | hit rate 5% among 81,000
MCF7: MCF7 breast cancer. hit rate 6.3% among 82,000. AID 1794796
MOLT-4: MOLT-4 leukemia cells; hit rate 6.9% among 80,000; AID 1794779
RPMI-8226: RPMI-8226 leukemia cells; hit rate 7.5% among 77,000; AID 1794781
* hit, by the source's call; . = not tested or not shown; & = joins results of further samples; ! = repeats disagree; [ ] = another dose, or the depositor's remark. The calls were made as follows: active = growth percent below 10; inactive = the rest.

Screens by letter – A = MDA-MB-468; B = K-562; C = SR; D = CCRF-CEM; E = MDA-MB-231; F = MCF7; G = MOLT-4; H = RPMI-8226
> COc1cc(CSc2nc3ccccc3c(=O)n2CCc2ccccn2)cc(OC)c1OC
  A: 106	B: 106	C: 105	D: 97	E: 100	F: 86	G: 99	H: 92
> C#COc1cccc(Nc2ncnc3cc(NC(=O)[C@H](C)Cl)ccc23)c1
  A: -11*[6.25 µM]	B: 100[6.25 µM]	C: 93[6.25 µM]	D: 102[6.25 µM]	E: 19[6.25 µM]	F: 11[6.25 µM]	G: 99[6.25 µM]	H: 100[6.25 µM]
> O=C(CCCCC(=O)OC(CCC1CCCO1)CCC1CCCO1)OC(CCC1CCCO1)CCC1CCCO1 (configuration not stated)
  A: 90	B: 89	C: 83	D: .	E: 100	F: 100	G: .	H: .
> Cc1ccc(Sc2sc(-c3ccccc3)nc2[P+](c2ccccc2)(c2ccccc2)c2ccccc2)cc1
  A: -62*	B: 2.4*	C: -10*	D: 7.6*	E: -30*	F: -4.5*	G: -48*	H: -39*
> Cc1nn(-c2ccc(F)cc2)c2ncnc(Oc3ccc(NC(=O)Nc4c(Cl)cccc4Cl)cc3)c12
  A: 102	B: 109	C: 106	D: 101	E: 103	F: 97	G: 106	H: 102
> CN(C)c1ccc2nc3ccc(N)cc3[n+](-c3ccccc3)c2c1
  A: -29*!	B: 9.3*!	C: 11&19	D: 14&25	E: 16&52	F: -17*	G: 0.3*!	H: 8.4*!
> COC(=O)[C@]12CC[C@@H](/C(C)=N/O)[C@@H]1[C@H]1CC[C@@H]3[C@@]4(C)CC/C(=N/O)C(C)(C)[C@@H]4CC[C@@]3(C)[C@]1(C)CC2
  A: 89	B: 57	C: 61	D: 96	E: 77	F: 65	G: 63	H: 72
> CCOC(=O)CC1CCN(c2ccc3nnc(Cl)n3n2)CC1
  A: 82	B: 85	C: 92	D: 89	E: 91	F: 79	G: 102	H: 78
> O=C(Cn1c(=O)ccn(CCCCCCOc2ccc(Br)cc2)c1=O)Nc1ccc(Oc2ccccc2)cc1
  A: 32	B: 34	C: 34	D: 51	E: 69	F: 37	G: 41	H: 40
> O=c1[nH]c(CN2CCCC2c2nc3ccccc3s2)nc2sc3c(c12)CCC3 (configuration not stated)
  A: .	B: 112	C: 132	D: 96	E: 94	F: 104	G: 108	H: .
> Nc1nc(Nc2ccc(Br)cc2)nn1Cc1cccc(Br)c1
  A: 91	B: 93	C: 76	D: 97	E: 90	F: 84	G: 78	H: 97
> COc1cccc(-c2ccc(S(=O)(=O)Nc3ccc4c(c3)N(C(=O)C3CC3)CCC4)cc2)c1
  A: 38	B: 53	C: 102	D: 80	E: 76	F: 65	G: 76	H: 71
> COc1ccc(OC)c(Nc2nnc(-c3ccc(O)c(OC)c3)o2)c1
  A: 72	B: 32	C: 52	D: 89	E: 69	F: 78	G: 61	H: 75
> Cc1cc2nc3c4ccccc4n(CCNCCN(C)C)c3nc2cc1C
  A: -54*	B: 0.4*	C: -1.4*	D: 22	E: 1.9*	F: -29*	G: 4.8*	H: -26*
> Nc1cc2c(cc1Cl)C(=O)c1ccccc1C2=O
  A: 70	B: 72	C: 60	D: 80	E: .	F: 66	G: 86	H: 51
> O=C(O)c1cn(C2CC2)c2cc(N3CCN(C(=O)CN4C(=O)S/C(=C/c5cccc([N+](=O)[O-])c5)C4=O)CC3)c(F)cc2c1=O
  A: 100	B: 97	C: 88	D: 115	E: 96	F: 93	G: 102	H: 118
> CC(=O)C1C(=O)C(=O)N(c2ccc([N+](=O)[O-])cc2Cl)C1=O (configuration not stated)
  A: 107	B: 107	C: 98	D: 106	E: 101	F: 98	G: 107	H: 104
> Brc1c(-c2ccncc2)nc2sccn12
  A: .	B: 113	C: 30	D: 94	E: 93	F: 103	G: 107	H: 92
> Cc1cc(N2CCCCC2)nc(N(CCNc2ccnc3cc(Cl)ccc23)Cc2ccco2)n1
  A: -0.4*	B: 2.0*	C: -16*	D: 10	E: 33	F: 11	G: 0.4*	H: -37*
> O=C(OCc1ccccc1)C(Cc1ccccc1)NC(=O)C(Cc1ccc(O)cc1)N(C(=O)OCc1ccccc1)C(=O)OCc1ccccc1 (configuration not stated)
  A: 101	B: 93	C: 25	D: 104	E: 114	F: 104	G: 89	H: 101
> NNc1ncnc2cccc(Cl)c12
  A: .	B: 99	C: 108	D: 102	E: 105	F: 97	G: 108	H: 95
> COc1cc(CNC(=O)/C=C/c2ccccc2)ccc1OCc1cn(-c2ccccc2[N+](=O)[O-])nn1
  A: 99	B: 91	C: 88	D: 103	E: 93	F: 93	G: 95	H: 92
> Nc1ccc(-c2cc(-c3ccccn3)[nH]n2)cc1
  A: 107	B: 97	C: 78	D: 100	E: 109	F: 94	G: 97	H: 100
> CCOC(=O)c1c(C)[nH]c2ccc(O)cc12
  A: 102	B: 101	C: 101	D: 77	E: 97	F: 83	G: 105	H: 89
> O=C1NC(=S)N[C@@H]1CC(=O)n1c(-c2ccccc2)nc2ccccc21
  A: 97	B: 113	C: .	D: 107	E: 92	F: 85	G: 102	H: 104
> O=C1/C(=C/c2cccc(OCc3ccccc3Cl)c2)N=C2OCCCN12
  A: 74	B: 82	C: 92	D: 79	E: 96	F: 98	G: 73	H: 98
> Brc1ccc(SSc2ccc(Br)cc2)cc1
  A: 87	B: 90	C: 58	D: 8.0*	E: .	F: 60	G: 4.4*	H: 36
> CC1CN(Cc2ccccc2)C(=S)NC1=O (configuration not stated)
  A: 111	B: .	C: 105	D: 104	E: 105	F: 107	G: 99	H: 108
> Cn1c(=O)c2ccccc2n(C)c1=O
  A: 97&100	B: 100&99	C: 85	D: 89	E: 101	F: 91&96	G: 100&98	H: 106&97
> Fc1ccc(-c2cc(-c3cccs3)cc(-c3ccccc3)n2)cc1
  A: 104	B: 100	C: 97	D: 101	E: 115	F: 82	G: .	H: 119
> O=c1cc(-c2ccc(OCc3ccccc3)cc2)oc2c(I)c(OCc3ccccc3)cc(OCc3ccccc3)c12
  A: 102	B: 84	C: 94	D: 98	E: 110	F: 101	G: 113	H: 108
> COc1ccc(/C(C)=C(/c2ccc(O)cc2)c2ccc(OCCN(C)C)cc2)cc1
  A: 88	B: .	C: .	D: 93	E: 94	F: 36	G: .	H: 79
> O=[N+]([O-])c1cc(I)c(Br)c(-c2cc([N+](=O)[O-])cc(I)c2Br)c1
  A: 109	B: 97	C: 78	D: 100	E: 103	F: 83	G: 86	H: 106
> COc1cc(C2C=C(C)N=C3SC=CN32)cc(OC)c1OC (configuration not stated)
  A: 98	B: 123	C: 106	D: 105	E: 100	F: 93	G: 102	H: 113
> COc1cc(-c2nn(-c3ccc(F)cc3)cc2C(=O)O)ccc1O
  A: 98	B: .	C: 102	D: 92	E: 104	F: 88	G: 82	H: 102
> CC1=C(c2cc(-c3ccc(N(C)C)cc3)nc(=O)[nH]2)C(c2ccccc2)NC(=S)N1 (configuration not stated)
  A: 104	B: 107	C: 116	D: 105	E: 104	F: 100	G: 108	H: 104
> Cc1nc(NCc2ccco2)c2c3c(sc2n1)CCC3
  A: 76	B: 92	C: .	D: 89	E: 111	F: 74	G: 108	H: 70
> Oc1ccc(CCn2c(O)c(/C=C3\CN=c4ccccc4=N3)sc2=S)cc1
  A: .	B: 23	C: 21	D: 7.8*	E: 26	F: 17	G: 36	H: 34
> C/C(=C(/c1ccccc1)c1ccc(N2C(=O)c3cccc4c(N5CCN(c6ccccc6)CC5)ccc(c34)C2=O)cc1)c1ccccc1
  A: 108	B: 100	C: 110	D: 99	E: 93	F: 96	G: 94	H: 95
> CC(=O)c1cccc(OCCCOc2cccc(C(C)=O)c2)c1
  A: 109	B: 87	C: 96	D: 105	E: 104	F: 101	G: 94	H: 104
> COc1ccc(C(=O)CSc2nc(-c3cccc([N+](=O)[O-])c3)c(C#N)c(=O)[nH]2)cc1
  A: 105	B: 106	C: .	D: 99	E: 104	F: 96	G: 116	H: 94
> O=C(CNc1nc(-c2cccc([N+](=O)[O-])c2)cs1)Nc1ccc(Cl)cc1
  A: 108	B: 110	C: 91	D: 105	E: 106	F: 95	G: 103	H: 105
> COc1ccc(-c2ccccc2)cc1
  A: 102	B: 97	C: 87	D: 109	E: 108	F: 98	G: 85	H: 104
> C[C@@H]1CN(Cc2ccc(F)cc2)[C@@H](C)CN1C(=O)c1cc2c(C(=O)C(=O)N(C)C)cn(C)c2cc1Cl
  A: 78	B: 54	C: 64	D: 72	E: 99	F: 87	G: 70	H: 61
> C(=C\c1ccc2ccccc2n1)/c1ccccc1
  A: 98	B: .	C: 72	D: 81	E: 69	F: 73	G: 65	H: 72
> O=C(/C=C/c1ccc(Cl)cc1)c1ccc(Nc2nc(NCCO)nc(N3CCOCC3)n2)cc1
  A: 69	B: 45	C: 20	D: 83	E: 84	F: 9.7*	G: 71	H: 12
> CCCSc1ncnc2[nH]ncc12
  A: 107	B: 107	C: 87	D: 100	E: 108	F: 106	G: 97	H: .
> CC1=C(C(=O)Nc2cccc(C(F)(F)F)c2)C(c2ccc(Cl)cc2)C2=C(CC(C)(C)CC2=O)N1 (configuration not stated)
  A: 64	B: 45	C: .	D: 58	E: 78	F: 59	G: 26	H: 50
> Cc1ccc(NC=O)cc1C
  A: 103	B: 117	C: 110	D: 100	E: 108	F: 112	G: 119	H: 100
> CC(CCSCCO)SCCO (configuration not stated)
  A: 103	B: 111	C: 110	D: 99	E: 110	F: 102	G: 107	H: 100

Continued:
structure | MDA-MB-468 | K-562 | SR | CCRF-CEM | MDA-MB-231 | MCF7 | MOLT-4 | RPMI-8226
CN(C)CCCC(C#N)(CCN(C)C)c1ccccc1 (configuration not stated) | 91 | 93 | 87 | 94 | . | 108 | 103 | 101
Cc1ccc(=O)n(-c2ccc(C3=NCCCN3)cc2)c1 | 97 | 96 | 110 | 102 | 98 | 98 | 100 | 114
CCC/C(=C\c1ccc(OCOC)c(OCOC)c1)C(=O)NC(Cc1ccccc1)C(=O)C(=O)NCc1ccccc1 (configuration not stated) | 97 | 70 | . | 84 | 96 | 89 | 78 | 71
O=C(Nc1ccc(Oc2ccc(=O)[nH]n2)cc1)Nc1ccc(Cl)c(C(F)(F)F)c1 | 107 | 87 | . | 97 | 96 | 82 | 87 | 85
O=c1[nH]nc(-c2ccc(Br)cc2)c2sc(NC(=S)Nc3ccc(Cl)cc3)nc12 | 110 | 99 | 106 | 98 | 92 | 80 | 105 | 101
CCc1ccc(SC2c3ccc(N(CC)CC)cc3Oc3nc(N)c(C#N)c(N)c32)cc1 (configuration not stated) | -41* | 1.7* | -0.4* | -24* | -84* | -85* | -8.3* | -30*
Cn1c(=O)c2c(nc(CCC(=O)O)n2C)n(C)c1=O | 99 | 102 | 102 | 96 | 92 | 101 | 108 | 99
CSC(=NCCCCN=C(NS(=O)(=O)c1ccc(Cl)cc1)SC)NS(=O)(=O)c1ccc(Cl)cc1 | 81 | 95 | 88 | 100 | 93 | 88 | 95 | 99
O=C(O)c1ccc(Cn2c(=O)sn(CCCl)c2=O)cc1 | 86 | 78 | 74 | 99 | 111 | 53 | 66 | 73
O=C(O)c1ccc(-n2cc(CNc3ccc(Cl)c(Cl)c3)c(-c3ccc(F)cc3)n2)cc1 | 105 | 80 | 96 | 78 | 94 | 63 | 79 | 75
Fc1cccc(-c2cnn3cc(-c4ccccc4)cnc23)c1 | 119 | 47 | 49 | 91 | 92 | 55 | 95 | 90
Nc1ncc(-c2ccc3ncnc(N4CCc5cc(F)c(F)cc54)c3c2)cn1 | 4.2* | 49 | 24 | 24 | 27 | 14 | 8.6* | 5.0*

3 compounds already listed, ordered by heavy-atom count, smallest number first:
structure | MDA-MB-468 | K-562 | SR | CCRF-CEM | MDA-MB-231 | MCF7 | MOLT-4 | RPMI-8226
Cn1c(=O)c2c(nc(CCC(=O)O)n2C)n(C)c1=O | 99 | 102 | 102 | 96 | 92 | 101 | 108 | 99
CCc1ccc(SC2c3ccc(N(CC)CC)cc3Oc3nc(N)c(C#N)c(N)c32)cc1 (configuration not stated) | -41* | 1.7* | -0.4* | -24* | -84* | -85* | -8.3* | -30*
CCC/C(=C\c1ccc(OCOC)c(OCOC)c1)C(=O)NC(Cc1ccccc1)C(=O)C(=O)NCc1ccccc1 (configuration not stated) | 97 | 70 | . | 84 | 96 | 89 | 78 | 71

Molecules shown so far that have fluorine (10):
structure | MDA-MB-468 | K-562 | SR | CCRF-CEM | MDA-MB-231 | MCF7 | MOLT-4 | RPMI-8226
Cc1nn(-c2ccc(F)cc2)c2ncnc(Oc3ccc(NC(=O)Nc4c(Cl)cccc4Cl)cc3)c12 | 102 | 109 | 106 | 101 | 103 | 97 | 106 | 102
O=C(O)c1cn(C2CC2)c2cc(N3CCN(C(=O)CN4C(=O)S/C(=C/c5cccc([N+](=O)[O-])c5)C4=O)CC3)c(F)cc2c1=O | 100 | 97 | 88 | 115 | 96 | 93 | 102 | 118
Fc1ccc(-c2cc(-c3cccs3)cc(-c3ccccc3)n2)cc1 | 104 | 100 | 97 | 101 | 115 | 82 | . | 119
COc1cc(-c2nn(-c3ccc(F)cc3)cc2C(=O)O)ccc1O | 98 | . | 102 | 92 | 104 | 88 | 82 | 102
C[C@@H]1CN(Cc2ccc(F)cc2)[C@@H](C)CN1C(=O)c1cc2c(C(=O)C(=O)N(C)C)cn(C)c2cc1Cl | 78 | 54 | 64 | 72 | 99 | 87 | 70 | 61
CC1=C(C(=O)Nc2cccc(C(F)(F)F)c2)C(c2ccc(Cl)cc2)C2=C(CC(C)(C)CC2=O)N1 (configuration not stated) | 64 | 45 | . | 58 | 78 | 59 | 26 | 50
O=C(Nc1ccc(Oc2ccc(=O)[nH]n2)cc1)Nc1ccc(Cl)c(C(F)(F)F)c1 | 107 | 87 | . | 97 | 96 | 82 | 87 | 85
O=C(O)c1ccc(-n2cc(CNc3ccc(Cl)c(Cl)c3)c(-c3ccc(F)cc3)n2)cc1 | 105 | 80 | 96 | 78 | 94 | 63 | 79 | 75
Fc1cccc(-c2cnn3cc(-c4ccccc4)cnc23)c1 | 119 | 47 | 49 | 91 | 92 | 55 | 95 | 90
Nc1ncc(-c2ccc3ncnc(N4CCc5cc(F)c(F)cc54)c3c2)cn1 | 4.2* | 49 | 24 | 24 | 27 | 14 | 8.6* | 5.0*
